# Imprint erasure = qHTS Assay for Compounds that Induce Erasure of Genomic Imprints; mouse ES Peg3-LacZ reporter, beta-gal luminescence, 40 h; Potency, µM (highest dose often 60.7 µM), for the others: top-dose activity change, positive = activation, actives largely listed as activators; 110,000 tested, 0.02% active;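 also: 0% = negative control wells on the plate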
#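 Each well holds 300 Peg3LacZ-Neo (maternal) female ES cells incubated 40 h at 37C, 5% CO2. LacZ is measured by BetaGlo luminescence, with AC50 and maximum efficacy derived from dose-response curves.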
# p53ts 32C kill = qHTS Screen for Compounds that Selectively Target Cancer Cells with p53 Mutations: Cytotoxicity of p53ts Cells at the Permissive Temperature. Potency, µM (series often up to 46.1 µM), without a hit: top-dose activity change, negative = cytotoxicity, usual class: cytotoxic. 130,000 tested, 0.93% active. H1299-p53A138V at 32C, ATP luminescence viability, 24 h;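 also: 0% = DMSO and -100% = full killing by reference compound; nearly all actives have a fitted effect of over 55% in size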
#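 Viability by ATPlite luminescence after 24 h compound treatment (up to 46 uM) at the permissive 32C. Cells are H1299 carrying p53 A138V. Scale runs from DMSO basal to 100 uM tamoxifen as full kill; AC50 from Hill fits.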
# p53ts 39C tox = qHTS Screen for Compounds that Selectively Target Cancer Cells with p53 Mutations: Cytotoxicity of p53ts Cells at the Nonpermissive Temperature; 130,000 tested, 1.5% active; AID 902, 2007; Potency, µM (doses to about 46.1 µM), for inactives: top-dose activity change, negative = cell killing, actives largely listed as cytotoxic; H1299-p53A138V viability at 39C, ATP luminescence, 24 h; also: nearly all actives have a fitted effect of over 55% in size
# IkB signaling = IkB Signaling; ABC-DLBCL IkBa-CBG/CBR dual luciferase ratio, 4 h; response scale: scaled: untreated 0%, proteasome inhibitor 100%; Potency, µM (doses to about 57.1 µM), inactives show at the top dose IkBa stabilization activation; 110,000 tested, 0.04% active; AID 445, 2006; active = well fitted curve in the direction sought with a large enough effect in the signal ratio, not every such curve was filed as active; inconclusive = small, poorly fitted or top-dose-only effect, or a change in a side signal; the % refers to the signal ratio;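 also: the direction sought is a rising ratio; 0% = basal untreated cells and 100% = reference inhibitor full response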
#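 In this assay, an IκBα–CBG68 fusion accumulates when IKK-driven degradation is blocked; native CBR normalizes for cell number. OCI-Ly3 cells were treated 4 h with compound and doxycycline, then green and red light read after Chroma-Glo addition.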
# * marks the source's active call; other numbers are inactive results; ? = inconclusive; . = not tested or not shown; & = joins results of further samples; [ ] = remark or other dose. Unless noted, calls follow the shape of the dose curve; as a rule, active = well fitted curve in the direction sought with a large enough effect; inconclusive = small, poorly fitted or top-dose-only effect, or another doubt; inactive = no such curve, though single readings can be large; an effect the other way counts as inactive or inconclusive. Unless noted, % is scaled to controls: 0 for no effect and ±100 for the full control effect; potency is read from the fitted curve at half-maximal effect. Compounds as they come; any-hit rate near 1.8%.
SMILES,Imprint erasure,p53ts 32C kill,p53ts 39C tox,IkB signaling
COC(=O)c1ccc(CSc2ccc3nnc(-c4ccccn4)n3n2)o1,-19%,-5%,-3%,7.3%
Cn1c(=O)c2c(SCC(=O)NCC3CCCO3)nc(-c3cccs3)nc2n(C)c1=O (centres undefined),?,-5%,21%,-0.8%
COCCNC(=O)CS(=O)Cc1nc(-c2ccccc2C)oc1C (centres undefined),-6%,0%,2%,2.2%
CCOC(=O)C1CCCN(C(=O)c2nn(-c3ccc(C)cc3)c(=O)n(C)c2=O)C1 (centres undefined),8%[10.9 µM],3%,-5%,?
O=C(OCCNC(=O)c1cc2ccccc2oc1=O)c1cccnc1,-19%,1%,-16%,-0.6%
O=C(NC1CC2CCC(C1)N2Cc1nnnn1Cc1ccco1)NC12CC3CC(CC(C3)C1)C2 (centres undefined),2%,20%,9%,5.5%
Fc1ccc2[nH]c3c(N4CCSCC4)ncnc3c2c1,-19%,?,?,?
COc1ccccc1CNC(=O)CCS(=O)(=O)c1ccc2c(c1)CCCN2C(C)=O,-11%,-4%,-1%,0.4%
COc1ccc(-c2cc3nc(C)cc(N4CC(C)CC(C)C4)n3n2)cc1 (centres undefined),.,11%,2%,.
CC(NC(=O)NC12CC3CC(CC(C3)C1)C2)C1CCCO1 (centres undefined),-8%,1%,-11%,2.7%
CC(c1ccco1)N(Cc1ccco1)C(=O)Nc1ccccc1 (centres undefined),-17%,-4%,-6%,-0.7%
CCOCCc1nn2c(=O)cc(COC(=O)c3cccs3)nc2s1,-10%[10.9 µM],4%,12%,?
Cc1ccc2cccc(S(=O)(=O)N3CCN(c4ccccc4F)CC3)c2n1,-26%,8%,-3%,?
C=Cc1cccc(NC(=O)COc2ccccc2)c1,-8%,-10%,-3%,2.9%
COc1ccc(-c2noc(CCCC(=O)Nc3cccc(Cl)c3C)n2)cc1,-11%[10.9 µM],-15%,?,?
Cc1nc2ccc(S(=O)(=O)NC(CC(C)C)C(=O)O)cc2s1 (centres undefined),4%,-14%,-11%,-0.8%
COc1nc(OCCNC(=O)Nc2ccccc2)nc(N(C)C)n1,-6%,-4%,1%,-1.3%
Cc1oc2ncnc(N3CCCCC3)c2c1C(=O)NCC1CCN(Cc2cccc(F)c2)CC1,?,-8%,-10%,2.9%
Fc1cccc(CSc2ncnc3c2oc2ccccc23)c1,2%,10%,-11%,0.0%
COCCn1c(SCC(=O)Nc2cc(Cl)ccc2OC)nc2c([nH]c3ccccc32)c1=O,-3%[10.9 µM],-5%,-22%,5.0%
COc1ccc(F)cc1S(=O)(=O)Nc1ccc2c(c1)OCO2,-15%,23%,8%,-1.8%
COc1cccc(NC(=O)N2CCN(c3cccc(C)c3)C(C)C2)c1 (centres undefined),-18%,-20%,-17%,2.9%
CC(=O)Nc1nc2ccccc2n1CCOc1ccccc1Cl,-15%,-5%,-3%,?
Cc1ccc(C(=O)C(NC(=O)c2ccco2)Nc2sc3c(c2C(N)=O)CCCC3)cc1 (centres undefined),.,8%,25%,.
COc1cccc(C(=O)Oc2c(Sc3ccc(C)cc3)c(C)nn2C(C)(C)C)c1OC,-6%[10.9 µM],?,-70%,?

# Among those listed so far, three contain a Cl atom:
SMILES,Imprint erasure,p53ts 32C kill,p53ts 39C tox,IkB signaling
COc1ccc(-c2noc(CCCC(=O)Nc3cccc(Cl)c3C)n2)cc1,-11%[10.9 µM],-15%,?,?
COCCn1c(SCC(=O)Nc2cc(Cl)ccc2OC)nc2c([nH]c3ccccc32)c1=O,-3%[10.9 µM],-5%,-22%,5.0%
CC(=O)Nc1nc2ccccc2n1CCOc1ccccc1Cl,-15%,-5%,-3%,?

# Further structures.
SMILES,Imprint erasure,p53ts 32C kill,p53ts 39C tox,IkB signaling
CC1=CCC2C(=O)N(c3ccc(C)c(Br)c3)C(=O)C2C1 (centres undefined),-8%,11%,-5%,1.7%
O=C(c1ccc(Br)s1)N1CCN(c2ncccn2)CC1,-8%,3%,3%,-1.9%
Cc1cc(-c2nnc3n2N=C(C(C)(C)C)CS3)n[nH]1,6%,4%,-4%,-3.0%
CCC1=Nc2cc(C(=O)NCCc3ccc(OC)c(OC)c3)ccc2Sc2ccccc21,-13%[10.9 µM],10%,-2%,?
CCOC(=O)c1c(S(=O)(=O)NCC(=O)NCc2ccc(C)cc2)c(C)n(C)c1C,-9%[10.9 µM],15%,-7%,?
O=C(CCN1C(=O)CSC1=O)Nc1ccccc1,-5%,4%,7%,1.3%
Cn1c(=O)c2c(ncn2CC(O)CO)n(C)c1=O (centres undefined),-10%,5%,16%,.
CCOC(=O)c1c(NC(=O)COc2cc(C)ccc2C(C)C)sc(C)c1C,9%[10.9 µM],7%,-2%,9.6%
Cc1ccc2cc3cc(C(=O)N4CCN(c5ccccc5)CC4)oc3nc2c1,29%[10.9 µM],4%,-12%,-0.1%
Cc1sc2nc(SCC(=O)N(C)C)[nH]c(=O)c2c1C,-7%,3%,0%,-1.4%
CC(=O)c1ccc(NC(=O)Cn2nc(N3CCN(c4ccccc4)CC3)ccc2=O)cc1,-14%[10.9 µM],-3%,-6%,0.7%
Cc1ccc2cc3cc(C(=O)NCc4ccc5c(c4)OCO5)oc3nc2c1,9%,8%,2%,-0.8%
CNc1oc(/C=C/c2cc(OC)c(OC)c(OC)c2)nc1C#N,-7%[10.9 µM],6%,-12%,?
COc1cc(NS(=O)(=O)c2ccccc2)ccc1-n1nc(C)cc1C,-6%,3%,17%,3.9%
COc1cccc(Cn2c(-c3cccs3)noc2=O)c1,-6%,-7%,-1%,0.2%
CCOc1ccccc1NC(=O)CSc1nnc(N)s1,-9%[10.9 µM],4%,26%,0.3%
Cc1ccc2cc(C(c3nnnn3Cc3ccccc3)N3CCN(c4ccccc4)CC3)c(=O)[nH]c2c1 (centres undefined),-13%,1%,-1%,?
COC(=O)CSc1nnc(-c2ccccn2)n1Cc1ccco1,-3%,0%,5%,-0.4%
Cc1ccc(-n2cnnn2)c(S(=O)(=O)N2CCOCC2)c1,6%,11%,-2%,-2.4%
O=C(CN(c1ccc2c(c1)OCCO2)S(=O)(=O)c1ccccc1)NCc1ccco1,-1%,0%,8%,-0.3%
Cc1cc(NC(=O)C2CCC2)n(-c2ccccn2)n1,-20%,0%,-11%,0.0%
CCCOc1ccc(-c2cccc(NS(=O)(=O)c3cc(OC)ccc3OC)c2)nn1,13%[10.9 µM],4%,-17%,-1.1%
Cc1ccc(-n2nc3c(c2NC(=O)c2ccc(Br)o2)CSC3)c(C)c1,10%,10%,4%,6.4%
CS(=O)(=O)OCCCCOS(C)(=O)=O,-18%&3%&5%,5%&3%[1.84 µM],0%&9%,0.6%&1.5%
Cc1cccc(-c2nc(SCC(=O)NCC3CCCO3)c3c(=O)n(C)c(=O)n(C)c3n2)c1 (centres undefined),12%[10.9 µM],7%,-12%,0.5%

# (more compounds)
SMILES,Imprint erasure,p53ts 32C kill,p53ts 39C tox,IkB signaling
NC(=O)CSc1nc2c(oc3ccccc32)c(=O)n1Cc1ccccc1,-8%[10.9 µM],-5%,?,?
COc1cccc(C2NC(C(=O)O)CCC2C)c1 (centres undefined),.,6%[9.22 µM],4%[9.22 µM],.
CC(=O)CSc1nnc(Cc2ccc3c(c2)OCO3)o1,.,-1%,11%,.
CCCn1c2ccccc2c2nc3ccccc3nc21,-26%,-3%,-3%,-2.2%
COc1ccc(NC(=O)[C@H](CCS(C)(=O)=O)N2Cc3ccccc3C2=O)c(OC)c1,2%,7%,-3%,-1.5%
CCCCC(c1nnnn1CC1CCCO1)N1CCN(c2cccc(C)c2C)CC1 (centres undefined),-26%,0%,-4%,0.1%
Cc1cc(C)c2cc(CN(Cc3ccc4c(c3)OCO4)Cc3nnnn3Cc3ccco3)c(=O)[nH]c2c1,-12%,8%,6%,12%
CC1Cc2cc(/C(O)=C3\C(=O)C(=O)N(CCN4CCOCC4)C3c3ccccc3F)ccc2O1 (centres undefined),-8%,0%,11%,3.7%
CC(C)(C)NC(=O)C(c1ccc(O)cc1)N(Cc1ccco1)C(=O)Cn1nnc(-c2cccs2)n1 (centres undefined),.,3%,-9%,.
COC(=O)c1c(C(=O)OC)n(CCCN)c2ccc(C)cc12,-16%,3%,-18%,-0.5%
COc1ccc(-n2c(SCC(=O)Nc3ccc(Cl)c(C)c3)nc3n[nH]c(C)c3c2=N)cc1,-6%[10.9 µM],-2%,?,?
CCOc1ccccc1NC(=O)Cn1c(=O)n(Cc2ccccc2)c(=O)c2c3c(sc21)CN(C(C)=O)CC3,-8%[10.9 µM],3%,-9%,0.7%
Cc1ccc(C(=O)CSc2nnc3ccc4ccccc4n23)cc1,-6%[10.9 µM],-24%,-5%,-0.1%
Cc1ccc2nsnc2c1S(=O)(=O)N1CCN(Cc2ccc3c(c2)OCO3)CC1,-7%,-5%,3%,0.3%
COC(=O)C1(C)Nc2ccccc2C(=O)N1c1ccccc1OC (centres undefined),-8%,4%,5%,-0.9%
COc1ccc(COC(=O)c2nc3nc(C)cc(C)n3n2)cc1F,0%,-5%,-13%,-1.3%
CCOC(=O)C1C(=O)C=C(c2ccc(OC)cc2)CC1c1ccco1 (centres undefined),2%,?,?,1.0%
Cc1nn(-c2ccccc2)c2sc(C(=O)OCn3nnc4ccccc4c3=O)cc12,14%,-5%,1%,-0.5%
CCCNC(=O)CN1C(=O)COc2ccc(S(=O)(=O)N3CCC(C)CC3)cc21,-9%[10.9 µM],-5%,16%,?
Brc1cccc(-c2nnc(SCc3nc4ccccc4[nH]3)o2)c1,-14%,-13%,-16%,?
CCn1c(SCc2nc(-c3cccs3)no2)nnc1-c1c[nH]c2ccccc12,-26%,11%,3%,?
Nc1ccc(-c2nc3ccccc3[nH]2)cc1,-86%[inhibitor],10µM*,?,16%
Cc1cccc(N2CCN(C(=O)c3cnn(-c4ccccc4Cl)c3C3CCN(C(=O)OC(C)(C)C)CC3)CC2C)c1 (centres undefined),-5%[10.9 µM],9%,10%,?
CCn1c(=O)cc(SCC(=O)Nc2ccc3c(c2)OCCO3)c2ccccc21,-16%,-10%,-12%,?
COC(=O)[C@@H]1C[C@H]2CC[C@H](O)C[C@H]2N1Cc1ccc(C(C)(C)C)cc1,-11%,2%,1%,.

# Other entries:
SMILES,Imprint erasure,p53ts 32C kill,p53ts 39C tox,IkB signaling
Cc1c(N)cccc1[N+](=O)[O-],-2%,4%[1.84 µM],2%,0.4%
COc1cccc(C2CC(=O)Nc3cc4c(cc32)OCO4)c1OC(C)C (centres undefined),18%[10.9 µM],16%,-19%,?
Cc1ccc(N2CC(C(=O)NCc3cccs3)CC2=O)cc1C (centres undefined),.,8%,3%,.
CCN(CCNC(=O)c1cc(C)nn1-c1ccccc1)c1ccccc1,-16%,4%,3%,-3.0%
CCCCNC(=O)c1cccc(-n2c(C)nc3cccnc32)c1,-4%[10.9 µM],-1%,26%,-0.3%
CN1CCN(NC(=O)CN2C(=O)/C(=C/c3ccccc3F)SC2=S)CC1,.,18%,11%,.
Cc1noc(C)c1S(=O)(=O)N1CCC2(CC1)OCCO2,-14%,-1%,-8%,-1.0%

# No new results follow: entries from further up.
SMILES,Imprint erasure,p53ts 32C kill,p53ts 39C tox,IkB signaling
Cc1c(N)cccc1[N+](=O)[O-],-2%,4%[1.84 µM],2%,0.4%
COc1cccc(C2CC(=O)Nc3cc4c(cc32)OCO4)c1OC(C)C (centres undefined),18%[10.9 µM],16%,-19%,?
Cc1ccc(N2CC(C(=O)NCc3cccs3)CC2=O)cc1C (centres undefined),.,8%,3%,.
CCN(CCNC(=O)c1cc(C)nn1-c1ccccc1)c1ccccc1,-16%,4%,3%,-3.0%
CCCCNC(=O)c1cccc(-n2c(C)nc3cccnc32)c1,-4%[10.9 µM],-1%,26%,-0.3%
CN1CCN(NC(=O)CN2C(=O)/C(=C/c3ccccc3F)SC2=S)CC1,.,18%,11%,.
Cc1noc(C)c1S(=O)(=O)N1CCC2(CC1)OCCO2,-14%,-1%,-8%,-1.0%

# Compound activity from PubChem.
